# Bioassay records (PubChem)
# M. tuberculosis GlmU: inhibition of mycobacterial GlmU enzyme – biochemical, glucosamine-1-phosphate acetyltransferase (AID 1376); M. tuberculosis GlmU acetyltransferase enzyme assay; higher % means a stronger effect; inhibition, %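 (tested at 30 µM in the primary screen)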; hits with a dose series show IC50 in µM; Bifunctional protein GlmU (Mycobacterium tuberculosis (strain ATCC 25618 / H37Rv)); 220,000 compounds, 0.25% hits; in the data active = inhibition above about 13%;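 also: 0% = complete reaction with vehicle and 100% = reaction without substrate; strong numbers were not always called active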
# Mtb RmlCD inh: M. tuberculosis RmlC/RmlD coupled enzyme inhibitors, primary screen, biochemical, compound mixtures, 384-well, from 1536-well plates; dTDP-4-dehydrorhamnose reductase (Mycobacterium tuberculosis (strain ATCC 25618 / H37Rv)) …; RmlC+RmlD coupled enzyme assay, percent inhibition; primary screen in compound mixtures; inhibition, % at 3.6 µM; 160,000 compounds, 0.03% hits; AID 1533, 2009; in the data active = inhibition mostly above about 34%, no sharp cut-off; also: some results filed as inactive read as strong as hits
# Target sequence (P9WH09 whole entry, looked up): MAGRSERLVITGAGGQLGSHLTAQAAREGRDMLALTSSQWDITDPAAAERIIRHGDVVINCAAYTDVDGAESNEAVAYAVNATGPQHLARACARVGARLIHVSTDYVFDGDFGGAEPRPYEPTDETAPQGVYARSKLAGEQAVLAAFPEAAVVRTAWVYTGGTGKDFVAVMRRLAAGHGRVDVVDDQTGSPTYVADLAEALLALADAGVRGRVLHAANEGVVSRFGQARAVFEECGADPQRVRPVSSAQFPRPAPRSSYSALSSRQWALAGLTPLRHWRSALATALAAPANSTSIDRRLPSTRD
# Target sequence (P9WH11 whole entry, looked up): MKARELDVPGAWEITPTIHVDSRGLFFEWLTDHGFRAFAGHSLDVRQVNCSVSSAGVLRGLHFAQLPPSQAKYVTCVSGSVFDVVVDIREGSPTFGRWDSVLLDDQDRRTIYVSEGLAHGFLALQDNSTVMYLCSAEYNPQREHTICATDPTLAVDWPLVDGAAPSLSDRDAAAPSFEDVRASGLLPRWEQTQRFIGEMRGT
# Active calls of the source: *; x = not tested or not shown.
1: CC1CCC(n2c(=S)[nH]c3ccccc3c2=O)CC1 (configuration not stated)
2: Cc1ccc(CO/N=C/C2=C(Cl)c3ccccc3CC2)cc1
3: COC(=O)c1sc2ccccc2c1NC(=O)c1cccs1
4: CC1CCN(CC(=O)n2c3c(c4ccccc42)CCCC3)CC1
5: NC(=O)CC(NC(=O)c1cccc(Br)c1)c1ccc(NCCN2CCOCC2)c([N+](=O)[O-])c1 (configuration not stated)
6: COc1cccc(-c2nc(-c3ccc(C(=O)O)cc3)no2)c1
7: O=C1CC(NCC2CCCO2)C(=O)N1c1ccc(Cl)cc1 (configuration not stated)
8: Cc1cc(N2CCN(C)CC2)nc2ccc(NC(=S)N3CCN(c4ccc(F)cc4)CC3)cc12
Assay by compound	1	2	3	4	5	6	7	8
Mtb RmlCD inh	-4	14	10	x	x	x	5	9
M. tuberculosis GlmU	-0.4%	8.5%	0.2%	-1.1%	1.7%	1.6%	-2.6%	-2.9%

9: Cc1cccc(NC(=O)CSc2nnc(-c3n[nH]c4ccccc34)o2)c1
10: Cc1ccnc(NS(=O)(=O)c2ccc(NC(=O)C3CCCNC3=O)cc2)n1 (configuration not stated)
11: O=C(COC(=O)CNC(=O)c1ccco1)NCCN1C(=O)CSC1=O
12: Cc1cccc(NC(=O)c2ccccc2NC(=O)CCC(=O)O)c1
13: CCCCC(CC)COCCCN=Cc1c(O)[nH]c(=S)[nH]c1=O (configuration not stated)
14: Cc1ccccc1OCC(O)CN(Cc1ccccc1O)C1CCCCC1 (configuration not stated)
15: O=C(CCCc1ccccc1)NCc1ccccc1
16: CCOC(=O)c1c(NC(=O)/C=C/c2ccc(C)o2)sc(C)c1C
Assay by compound	9	10	11	12	13	14	15	16
Mtb RmlCD inh	10	-13	14	x	11	-5	6	13
M. tuberculosis GlmU	-5.2%	2.0%	-0.1%	-3.0%	-5.6%	-3.7%	2.6%	2.4%

17: CCOC(=O)COc1cnc2ccccc2n1
18: CCOC(=O)COc1ccc(/C=C/[N+](=O)[O-])c(OCC(=O)OCC)c1
19: CC(=O)c1ccc(NC(=O)CSc2nnc(-c3ccco3)c(-c3ccco3)n2)cc1
20: CC(C)(CC(=O)N1CCN(c2ccc(Cl)cc2)CC1)CC1=NS(=O)(=O)c2ccccc2N1
21: CCCN1C(=O)SC(CC(=O)Nc2ccccc2)C1=O (configuration not stated)
22: Cc1c(NC(=O)C(C)OC(=O)c2ccc([N+](=O)[O-])s2)c(=O)n(-c2ccccc2)n1C (configuration not stated)
23: O=C(N1CCN(Cc2ccccc2)CC1)C12CC3CC(CC(C3)C1)C2
24: Cc1nnc(SCc2ccc([N+](=O)[O-])cc2)o1
Assay by compound	17	18	19	20	21	22	23	24
Mtb RmlCD inh	-13	-6	3	-5	11	-7	x	10
M. tuberculosis GlmU	1.8%	3.4%	9.3%	8.4%	-1.5%	3.3%	-1.1%	4.2%

# Reformatted as tab-separated lines: four of the compounds above.
nr	Structure	Mtb RmlCD inh	M. tuberculosis GlmU
20	CC(C)(CC(=O)N1CCN(c2ccc(Cl)cc2)CC1)CC1=NS(=O)(=O)c2ccccc2N1	-5	8.4%
21	CCCN1C(=O)SC(CC(=O)Nc2ccccc2)C1=O (configuration not stated)	11	-1.5%
22	Cc1c(NC(=O)C(C)OC(=O)c2ccc([N+](=O)[O-])s2)c(=O)n(-c2ccccc2)n1C (configuration not stated)	-7	3.3%
23	O=C(N1CCN(Cc2ccccc2)CC1)C12CC3CC(CC(C3)C1)C2	x	-1.1%

# The listing picks up, repeating the 4 entries before the break.
21: CCCN1C(=O)SC(CC(=O)Nc2ccccc2)C1=O (configuration not stated)
22: Cc1c(NC(=O)C(C)OC(=O)c2ccc([N+](=O)[O-])s2)c(=O)n(-c2ccccc2)n1C (configuration not stated)
23: O=C(N1CCN(Cc2ccccc2)CC1)C12CC3CC(CC(C3)C1)C2
24: Cc1nnc(SCc2ccc([N+](=O)[O-])cc2)o1
25: Cc1ccc(C)c(N(Cc2ccccc2F)S(C)(=O)=O)c1
26: CCOC(=O)COc1c(/C=N\OC)cc(Cl)cc1OC
27: Nc1nnc(SCc2ccc(F)cc2)n1-c1ccccc1
28: O=C(C1CCCO1)N(Cc1ccccc1)c1ccccc1 (configuration not stated)
29: O=C(c1oc2ccccc2c1N1CCCCC1)N1CCCCC1
30: CCNC(=O)C(Sc1ccccc1)c1ccccc1 (configuration not stated)
31: COC(=O)CSc1nc(N)c(C#N)c(CC(C)C)c1C#N
32: Cc1ccc(SCC(=O)Nc2ccc(S(=O)(=O)Nc3ncccn3)cc2)cc1
Assay by compound	21	22	23	24	25	26	27	28	29	30	31	32
Mtb RmlCD inh	11	-7	x	10	x	7	x	-3	x	x	-3	x
M. tuberculosis GlmU	-1.5%	3.3%	-1.1%	4.2%	-2.9%	-0.9%	-3.0%	-1.7%	1.6%	3.1%	3.6%	-6.5%

33: CCOC(=O)CN(C(=O)CSc1nnc(-c2cccc(OC)c2)o1)c1ccc(F)cc1
34: CC1Cc2cc(/C(O)=C3/C(=O)C(=O)N(CCCn4ccnc4)C3c3cccnc3)ccc2O1 (configuration not stated)
35: Cc1ccc(NC(=O)CSc2nc(NS(=O)(=O)c3ccc(C)cc3)cc(=O)[nH]2)cc1
36: CC(C)CN(CC(C)C)S(=O)(=O)N1CCC(C(=O)NCCc2ccc(Cl)cc2)CC1
37: Cc1cc(Cl)c(S(=O)(=O)NCc2ccncc2)cc1OCC(N)=O
38: Cc1cccc(N2CCN(C(=S)Nc3ccc4nc(N5CCN(C)CC5)cc(C)c4c3)CC2)c1C
39: CN(C)C(=O)CCCc1nc(-c2ccc(Cl)cc2)no1
40: COc1ccc(NC(C)=O)cc1NC(=O)c1ccc2ccccc2c1
Assay by compound	33	34	35	36	37	38	39	40
Mtb RmlCD inh	11	5	x	16	x	8	6	15
M. tuberculosis GlmU	x	8.3%	3.0%	-1.3%	-0.1%	-2.7%	2.6%	8.9%

41: CCN(CC)S(=O)(=O)c1ccc(NC(=S)NC(=O)C(C)C)cc1
42: CSCCC(NS(=O)(=O)c1ccc2c(c1)oc(=O)n2C)C(=O)NC1CCCc2ccccc21 (configuration not stated)
43: CCC(OC(=O)C1=Cc2ccccc2OC1)C(=O)NC1CCCC1 (configuration not stated)
44: CN(C(=O)c1cnc2n(c1=O)CCS2)C1CCCCC1
45: O=C(CCS(=O)(=O)c1ccc(Cl)cc1)N1CCN(c2ccccc2F)CC1
46: CCOC(=O)N1CCC(NCc2c(C(=O)N(C)Cc3ccccc3)nc3ccccn23)CC1
47: COCCCn1cnc2oc3nc4ccccc4nc3c2c1=O
48: COc1ccc(OC)c(CCNC(=O)CN2C(=O)CC(C)(C)S(=O)(=O)c3ccccc32)c1
Assay by compound	41	42	43	44	45	46	47	48
Mtb RmlCD inh	-15	0	x	x	1	x	-1	x
M. tuberculosis GlmU	3.6%	x	-5.1%	3.4%	4.6%	-2.0%	-3.0%	0.2%

49: CCCCNC1=CC(=O)C(=O)c2ccccc21
50: Cc1ccc(CC2CC(=O)N(c3cc(Cl)ccn3)C2=O)cc1 (configuration not stated)
51: CSCCC(NC(=O)c1ccc(=O)n(C)n1)c1nc2ccccc2[nH]1 (configuration not stated)
52: COc1ccccc1/C=N/NC(=O)C(NC(=O)c1ccccc1)=C(C)C
53: CCOc1ccc(C(C)NC(=O)c2ccccc2F)cc1 (configuration not stated)
54: CC(C)OCCCNC(=O)c1ccc(CS(=O)(=O)Cc2ccccc2F)o1
55: Nc1nnc(SCc2ccccc2F)s1
56: CC1=C(C)CC(C(=O)c2ccccc2)C(C(=O)O)C1 (configuration not stated)
Assay by compound	49	50	51	52	53	54	55	56
Mtb RmlCD inh	-2	-10	-5	0	-11	x	x	x
M. tuberculosis GlmU	7.5%	0.4%	5.3%	0.8%	2.1%	3.1%	0.5%	-3.0%

57: O=C(COC(=O)Cn1cnc2ccccc2c1=O)NCCC1=CCCCC1
58: CSc1nc(N(C)C)nc(N2CC(=O)N(CCNS(=O)(=O)c3ccc(C)cc3)C2=N)n1
59: CCn1ncc(Br)c1C(=O)Nc1cc([N+](=O)[O-])ccc1C
60: O=C1c2ccccc2C(=O)N1Cc1cc(-c2ccc(Cl)cc2)no1
61: CC(C)(CO)NCC(O)COc1ccc2c(c1)CCC2 (configuration not stated)
62: CCOC(=O)c1cc(CC)sc1NC(=O)COC(=O)c1cc[n+]([O-])cc1
63: O=c1c2ccccc2nc2n1-c1ccccc1CCC2
64: CCc1ccc(C(=O)Nc2cc3c(cc2Cl)OCCCO3)cc1
Assay by compound	57	58	59	60	61	62	63	64
Mtb RmlCD inh	x	0	43	x	x	0	-6	3
M. tuberculosis GlmU	-4.3%	4.5%	-2.9%	1.6%	-0.9%	0.7%	2.0%	0.8%

65: O=C(Nc1ccc(-c2nc3ccccc3s2)c(OC(=O)c2ccccc2)c1)c1ccccc1
66: C[C@]12CC[C@@H]3c4ccc(O[C@@H]5O[C@H](C(=O)O)[C@@H](O)[C@H](O)[C@H]5O)cc4CC[C@H]3[C@@H]1C[C@@H](O)[C@@H]2O
67: O=C1N=C(N2CCN(c3cccc4ccccc34)CC2)S/C1=C/c1cccs1
68: CN1CC[C@@]2(C)c3cc(O)ccc3N(C)C2O1 (some centres not stated)
69: CCn1cc(S(=O)(=O)CC(=O)Nc2ccc(C)cc2)c2ccccc21
70: Cc1ccc(Cl)cc1N1CCN(CC(=O)Nc2ccc(CN3CCCCC3)cc2)CC1
71: Cc1nccc(-c2cccc(NC(=O)Nc3ccc(Cl)cc3)c2)n1
72: COc1cc([N+](=O)[O-])ccc1NC(=O)CSc1nccn1C
73: N/C(=N\OC(=O)COc1ccc2ccccc2c1)c1ccncc1
Assay by compound	65	66	67	68	69	70	71	72	73
Mtb RmlCD inh	x	x	7	x	-9	x	-10	x	3
M. tuberculosis GlmU	1.8%	-0.8%	0.8%	2.7%	3.0%	-12%	1.3%	-4.3%	3.0%

# Some of the entries so far, as tab-separated lines:
No.	canonical_smiles	Mtb RmlCD inh	M. tuberculosis GlmU
65	O=C(Nc1ccc(-c2nc3ccccc3s2)c(OC(=O)c2ccccc2)c1)c1ccccc1	x	1.8%
71	Cc1nccc(-c2cccc(NC(=O)Nc3ccc(Cl)cc3)c2)n1	-10	1.3%
68	CN1CC[C@@]2(C)c3cc(O)ccc3N(C)C2O1 (some centres not stated)	x	2.7%
70	Cc1ccc(Cl)cc1N1CCN(CC(=O)Nc2ccc(CN3CCCCC3)cc2)CC1	x	-12%
72	COc1cc([N+](=O)[O-])ccc1NC(=O)CSc1nccn1C	x	-4.3%
66	C[C@]12CC[C@@H]3c4ccc(O[C@@H]5O[C@H](C(=O)O)[C@@H](O)[C@H](O)[C@H]5O)cc4CC[C@H]3[C@@H]1C[C@@H](O)[C@@H]2O	x	-0.8%
67	O=C1N=C(N2CCN(c3cccc4ccccc34)CC2)S/C1=C/c1cccs1	7	0.8%

# Some of the compounds tested. The share of hits here may be higher or lower than overall.
